# High-throughput results deposited in PubChem by Fisher Drug Discovery Resource Center.
# hcGAS inh: human cGAS inhibition; inhibition, % at 12.5 µM; recombinant h-cGAS, ATP depletion, Kinase-Glo luminescence; 290,000 tested, 0.081% active; Q8N884;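 further: 0% = vehicle reaction and 100% = reaction without DNA for no activity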
# Target sequence (Q8N884 whole entry, looked up): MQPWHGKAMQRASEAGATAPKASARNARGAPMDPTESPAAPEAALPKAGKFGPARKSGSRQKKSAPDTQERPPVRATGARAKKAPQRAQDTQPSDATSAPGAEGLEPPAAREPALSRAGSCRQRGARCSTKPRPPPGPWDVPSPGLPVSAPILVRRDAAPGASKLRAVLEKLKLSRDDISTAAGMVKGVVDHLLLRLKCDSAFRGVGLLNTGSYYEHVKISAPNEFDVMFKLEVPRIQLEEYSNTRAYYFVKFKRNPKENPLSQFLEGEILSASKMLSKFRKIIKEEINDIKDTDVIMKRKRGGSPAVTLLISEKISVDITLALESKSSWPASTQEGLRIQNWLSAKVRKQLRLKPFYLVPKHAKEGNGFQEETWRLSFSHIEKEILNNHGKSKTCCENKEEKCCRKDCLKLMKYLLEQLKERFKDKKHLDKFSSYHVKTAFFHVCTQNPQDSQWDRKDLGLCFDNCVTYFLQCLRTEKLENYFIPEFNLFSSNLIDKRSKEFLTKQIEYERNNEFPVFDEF
# mcGAS lum: blocks mouse cGAS activity | Q8C6L5 | recombinant cGAS, Kinase-Glo ATP depletion luminescence | inhibition, % at 12.5 µM | 160,000 tested, 0.15% active;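 further: 0% = negative control wells and 100% = reference inhibitor with no enzyme activity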
# NPYLR7 agonist: activates Aedes aegypti NPYLR7 receptor | HEK293T NPYLR7/Galpha15, GCaMP6s calcium fluorescence | activation, % at 10 µM | 270,000 tested, 0.15% active; in the data active means activation above about 40%;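 further: 0% = vehicle and 100% = reference agonist at the receptor; some compounds past the cut are filed as inactive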
# * marks the source's active call; other numbers are inactive results; nt = not tested or not shown; & = joins results of further samples. Unless noted, no stated cut-off is given here; in the data, active means inhibition above about 40%; inactive means the rest. Rows were taken by chance, and some 0.29% of all compounds hit somewhere here.
SMILES,hcGAS inh,mcGAS lum,NPYLR7 agonist
COCCCN(CC(=O)N(CCc1ccc(OC)c(OC)c1)Cc1ccc(C)s1)C(=O)Nc1cccc(Br)c1,4,-5,1
CC(=O)n1c(C=C2C=c3cccc(C)c3=NC2=O)c(O)[nH]c1=S,-7,nt,-1
CCOc1cc(C2C(C(=O)OC)=C(C)NC3=C2C(=O)CC(c2ccccc2)C3)ccc1O (stereo not given),-5,-2,5
Cc1cc(C(=O)N(C)CCNC(=O)C(F)(F)F)nn1C,-2,-3,-10
COc1ccc(OC)c(S(N)(=O)=O)c1,-2,-4,1
CCc1cccc2c(C(CC(=O)N3CCN(Cc4ccc5c(c4)OCO5)CC3)c3cccc4c3OCO4)c[nH]c12 (stereo not given),-9,-9,nt
COc1ccc(-n2ncc3c2CC(C)(C)CC3NC(=O)c2cnsn2)cc1 (stereo not given),-5,nt,9
COc1ccc(C(N)Cc2nc(C)nn2-c2ccccn2)cc1OC (stereo not given),1,nt,17
Cn1[nH]c(-c2ccncc2)cc1=O,-8,-6,16
Cn1cccc1C1=NNC(=Nc2ccc(Cl)cc2)SC1,-4,-4,0
CCC(C)(O)C#CCN1CCCCC1 (stereo not given),1,-6,5
Cc1cc(=O)[nH]c(-n2nc(-c3cccs3)cc2NC(=O)c2ccc(Br)o2)n1,-11,nt,0
COc1ccccc1C(=O)N1CCN(c2cc(Oc3ccc(F)c(Cl)c3)ncn2)CC1C (stereo not given),-8,-4,11
COCCS(=O)(=O)N1CCc2cc(Br)ccc21,-9,-10,1
CCNc1cc(C)nc(N2CCN(C(=O)c3ccc(C(C)(C)C)cc3)CC2)n1,-8,nt,11
C[C@H]1O[C@@H](O[C@H]2[C@@H](O)C[C@H](O[C@H]3[C@@H](O)C[C@H](O[C@H]4CC[C@@]5(C)[C@H](CC[C@@H]6[C@@H]5C[C@@H](O)[C@]5(C)[C@@H](C7=CC(=O)OC7)CC[C@]65O)C4)O[C@@H]3C)O[C@@H]2C)C[C@H](O)[C@@H]1O,-9,nt,-5
Cc1occc1C(=O)N(C)CC1CCCN(CCc2ccccc2F)C1 (stereo not given),-7,nt,1
COc1ccc(C2=NN(c3nc(-c4ccccc4)c4cc(Cl)ccc4n3)C(c3cn(-c4ccccc4)nc3-c3ccccc3)C2)cc1 (stereo not given),-6,nt,-8
CCN(C)c1ccc(C(=O)NCC2(C)CCCS2)cc1 (stereo not given),-7,nt,-4
CC(NC(=O)C1C2CC3CC(C2)CC1C3)C(=O)NC(CCC(N)=O)C(=O)O (stereo not given),-7,-10,17
CC(C)Nc1ccc(C(=O)N[C@@H]2C[C@H]3CC[C@@H]2C3)cn1,-7,-4,-6
C=C(C)Cn1c(SCC(C)C)nc2c1c(=O)[nH]c(=O)n2C,-10,-8,nt
O=c1oc2ccc(O)cc2c2c1NCCC2,-3,nt,0
CC1CN(C(=O)CCc2nnc(C3(c4ccc(Cl)cc4)CCC3)o2)CCN1C (stereo not given),-2,-3,5
Cc1cc(Cl)c(NC(=O)N(C)Cc2ncnn2C)c2cccnc12,2,-4,-3
Cc1noc(C)c1CNc1cc(S(C)(=O)=O)ccc1F,-5,nt,13
CCN(CC(=O)Nc1cc(C(C)(C)C)nn1-c1ccc(F)cc1)C(=O)c1ccc(C(C)(C)C)cc1,-19,-7,3
COc1ccc(C(=O)NC2CC2)c(OC2CCN(CCc3ccccc3)CC2)c1,-10,-12,16
CCc1cc(C(=O)NC2CC(=O)N(Cc3ccccc3Cl)C2)ccn1 (stereo not given),-1,nt,-1
COCCCN(CC(=O)Nc1cc(C(C)(C)C)nn1-c1ccc(C)cc1C)C(=O)CCc1ccccc1,-4,-3,13
CN(C)c1ccc(NC(=O)c2cccc(F)c2)cc1CN(CC1CC1)C(=O)C(C)(C)C,2,-6,7
O=C(NC1CC1)C1CCN(CCOc2ccc(Cl)cc2Br)CC1,-13,nt,2
CCCCn1c(=O)c2c(nc3n(CCN4CCOCC4)c(C)cn23)n(C)c1=O,-8,nt,6
COc1ccc(F)c(CC2(CCC(=O)N3CCOc4ccc(Cl)cc4C3)CCC(=O)N2)c1 (stereo not given),-4,-11,4
CC1(C)O[C@@H]2C[C@@](OCc3ccccc3F)(C(=O)NN3CCOCC3)CC(OCc3ccccc3C#N)[C@@H]2O1 (stereo not given in full),-2,-6,nt
CCN1CCN(C(c2ccc(C)cc2)C2Sc3nc(C)nn3C2=O)CC1 (stereo not given),0,nt,4
COc1cc(C=CC(=O)c2ccc(C#N)cc2)cc(OC)c1OC,1,-5,-1
CCOc1cccc(CNc2nnnn2C)c1OCc1ccccc1,-9,nt,0
COc1ccccc1CN1C(=O)C(C)Oc2ccc(C#N)cc21 (stereo not given),-1,nt,5
O=C(c1ccc(-n2cnnc2)cc1)N1CC=C(c2ccccc2)CC1,-2,-15,0
CCNC(=O)N1CCC(C(NC(=O)c2ccccc2F)C(=O)NCCCOC)CC1 (stereo not given),0,-3,0
O=C(OCc1cc(-c2cccs2)on1)c1ccccc1S(=O)(=O)C(F)F,-3,nt,-1
COc1ccc(CCOc2nc(-c3ccc(F)cc3)n(-c3cccc(NC(=O)C4CCC4)c3)n2)cc1,-2,-1,1
O=C(NCc1ccc2c(c1)OCO2)c1csc(CSc2nnc(-c3ccco3)n2-c2ccccc2F)n1,-3,-4,10
CCOC(=O)C1=C(C)N=c2s/c(=C\c3ccc(N(C)C)cc3)c(=O)n2C1c1ccc(Cl)cc1 (stereo not given),-4,-4,11
COc1cc(NC(=O)C2(C)CCCN2C(=O)C(C)C)cc(OC)c1OC (stereo not given),-3,nt,0
Cc1nc(C2CN(CC(=O)N(C)C3(C#N)CCCCC3)CCO2)n[nH]1 (stereo not given),-6,nt,16
N#Cc1ccccc1NC(=O)CSc1cn[nH]n1,4,-3,-9
O=C1c2ccccc2C(=O)N1OCCOCCOCCBr,0,nt,-4
CCn1ccnc1CN(C)Cc1cn(Cc2ccccc2)nc1-c1cc2ccccc2o1,-7,-3,5

# (listing goes on)
SMILES,hcGAS inh,mcGAS lum,NPYLR7 agonist
NCCOc1ccc2ccccc2n1,-11,nt,19
CCC(CC)C(=O)N1[C@@H](c2ccco2)[C@@H](C(=O)O)C[C@]12CCCCN(CCOC)C2=O,-6,-5,2
Cc1ccc(C(=O)NC(C)c2ccc(F)c(F)c2)cc1F (stereo not given),-3,-3,2
CCOC(=O)c1c(NC(=O)c2c(-c3ccccc3)noc2C)sc2c1Cc1ccccc1-2,-10,-6,8
COc1ccc(-c2nnc3ccc(SCC(=O)Nc4ccc(C)cc4C)nn23)cc1OC,-1,-5,2
CC(C)C(CNC(=O)c1ccc2c(c1)COC2)Nc1ccccc1 (stereo not given),-14,nt,1
CCOC1CC(N(C)c2c(C#N)c(=O)n(C)c(=O)n2C)C1(C)C (stereo not given),-9,nt,4
CC(=O)c1ccc(C(=O)N(CCCN(C)C)c2nc3cc(C)cc(C)c3s2)cc1,-6,-8,5
COc1ncccc1C(=O)N1CCC(Cc2cccc(C(=O)O)c2)C1 (stereo not given),-5,-10,3
COc1cccc(C(=O)N(CC(=O)N2CCc3sccc3C2c2ccc(C)cc2)C2CC2)c1 (stereo not given),-8,-6,1

# Ordered by formula weight (lowest first): some entries from above
SMILES,hcGAS inh,mcGAS lum,NPYLR7 agonist
COc1ccc(OC)c(S(N)(=O)=O)c1,-2,-4,1
CC(C)Nc1ccc(C(=O)N[C@@H]2C[C@H]3CC[C@@H]2C3)cn1,-7,-4,-6
Cc1noc(C)c1CNc1cc(S(C)(=O)=O)ccc1F,-5,nt,13
COc1cc(C=CC(=O)c2ccc(C#N)cc2)cc(OC)c1OC,1,-5,-1
CC(=O)n1c(C=C2C=c3cccc(C)c3=NC2=O)c(O)[nH]c1=S,-7,nt,-1
O=C1c2ccccc2C(=O)N1OCCOCCOCCBr,0,nt,-4
CCN1CCN(C(c2ccc(C)cc2)C2Sc3nc(C)nn3C2=O)CC1 (stereo not given),0,nt,4
CCNc1cc(C)nc(N2CCN(C(=O)c3ccc(C(C)(C)C)cc3)CC2)n1,-8,nt,11
COc1ccc(-n2ncc3c2CC(C)(C)CC3NC(=O)c2cnsn2)cc1 (stereo not given),-5,nt,9
CCCCn1c(=O)c2c(nc3n(CCN4CCOCC4)c(C)cn23)n(C)c1=O,-8,nt,6
CN(C)c1ccc(NC(=O)c2cccc(F)c2)cc1CN(CC1CC1)C(=O)C(C)(C)C,2,-6,7
CCOc1cc(C2C(C(=O)OC)=C(C)NC3=C2C(=O)CC(c2ccccc2)C3)ccc1O (stereo not given),-5,-2,5
CCOC(=O)c1c(NC(=O)c2c(-c3ccccc3)noc2C)sc2c1Cc1ccccc1-2,-10,-6,8
CCOC(=O)C1=C(C)N=c2s/c(=C\c3ccc(N(C)C)cc3)c(=O)n2C1c1ccc(Cl)cc1 (stereo not given),-4,-4,11
COCCCN(CC(=O)Nc1cc(C(C)(C)C)nn1-c1ccc(C)cc1C)C(=O)CCc1ccccc1,-4,-3,13
COCCCN(CC(=O)N(CCc1ccc(OC)c(OC)c1)Cc1ccc(C)s1)C(=O)Nc1cccc(Br)c1,4,-5,1
C[C@H]1O[C@@H](O[C@H]2[C@@H](O)C[C@H](O[C@H]3[C@@H](O)C[C@H](O[C@H]4CC[C@@]5(C)[C@H](CC[C@@H]6[C@@H]5C[C@@H](O)[C@]5(C)[C@@H](C7=CC(=O)OC7)CC[C@]65O)C4)O[C@@H]3C)O[C@@H]2C)C[C@H](O)[C@@H]1O,-9,nt,-5

# Next entries follow:
SMILES,hcGAS inh,mcGAS lum,NPYLR7 agonist
C=CCN1C(=O)C(Cc2ccc(SC(F)F)cc2)SC1=Nc1ccc(C(=O)O)cc1 (stereo not given),-2,-5,-12
Cc1ccc(-c2nc(C=Nc3ccc(F)c(Cl)c3)c(O)o2)cc1,1,-2,-10
CCOC(=O)C1=C(C)N(C)C(=O)NC1c1ccc(O)c(OCC)c1 (stereo not given),-3,-4,0
O=C(c1ccccc1)N1CCN(Cc2ccc(C3CCCCO3)o2)CC1 (stereo not given),-3,nt,23
O=C(Nc1ccc(N2CCC(Cc3ccccc3)CC2)c(C(=O)NCC2CCCO2)c1)c1ccc(C(F)(F)F)cc1 (stereo not given),-6,-3,15
C=CCNC(=O)COc1coc(CN2CCN(Cc3ccccc3)CC2)cc1=O,-1,-6,-1
CC(C)S(=O)(=O)Oc1ccc(CN(Cc2ccco2)C(=O)C2CCC2)cc1,-7,-11,nt
CC(=O)Nc1cccc(NC(=O)C2CCN(c3ccc(-c4ccccc4C)nn3)CC2)c1,-4,-7,-10
Cc1nn(C)c(C)c1CN(C(=O)CCc1nnc(Cc2c[nH]c3ccccc23)o1)C(C)C,-4&0,nt,0&15
CC1(OCC#CCN2CCOCC2)COC(C)(OCC#CCN2CCOCC2)OC1 (stereo not given),-5,nt,0
C#CCNC(=O)CCNC(=O)N1Cc2ccccc2C1,-8,nt,4
CN1CCN(Cc2ccccc2CNC(=O)N(C)C(C2CC2)C2CC2)CC1,-6,-17,20
COc1ccc(-c2n[nH]c(CNC(=O)C3CC=CCC3)n2)cc1 (stereo not given),-10,nt,2
Cc1ccccc1N1CCN(C(=O)C2CCCC2)C(C)C1=O (stereo not given),-8,-6,18
N#CC1(c2ccccc2)CCN(C(=O)CN2C(=O)C(Oc3ccccc3)C2c2ccccc2)CC1 (stereo not given),-6,nt,7
CCC(C(=O)N1CCN(c2ncccc2C(=O)NCc2ccc(OC)cc2)CC1)c1ccccc1 (stereo not given),-5,-8,-6
CCONC(=O)c1cc(C)ccc1O,-7,nt,9
CN(Cc1cccc(C(=O)Nc2ccc(F)cc2F)c1)Cc1ccno1,-7,nt,8
CCN(CC)C(=O)Oc1ccc2c(ccn2Cc2ccc(F)cc2C(F)(F)F)c1-c1ccc(C#N)cc1,0,-5,9
COc1ccc2nc(-c3cccc(NS(=O)(=O)c4cc(F)ccc4F)c3)cn2n1,0,-1,-7
O=C(c1ccc(F)cc1F)N1CCC2(CC1)OCC(C(=O)N1CCOCC1)N2C(=O)c1ccc(F)cc1 (stereo not given),-6,-5,2
CCc1nc2ccc(C(=O)NCc3ccccc3OC)cn2c1N(CC)C(=O)CCC1CCCC1,-4,-2,9
CN(C(=O)C1CC1)c1ccccc1C(=O)NCC1Cc2ccccc2O1 (stereo not given),3,nt,-1
CC(C)c1ccc(CN(CC#N)C(C)C)cc1,8,nt,-3
Cc1ccc(NC(=O)CCNC(=O)c2sc(C(C)C)nc2C)c(C)c1,-1,nt,21
N#CC(c1ccccc1)N1CCN(C(=O)CCl)CC1 (stereo not given),0,13,-10
COCC(=O)Nc1ccc(-c2c(CC(C)C)nn(-c3ccc(C)cc3)c2OC(C)=O)cc1,9,-1,15
Cc1ccc2c(c1)c(CNC(=O)CSc1nnc(N)s1)nn2C,-2,nt,18
COc1ccc(C(=O)C2CCCN(C(=O)c3cccnc3OC)C2)c(C)c1 (stereo not given),-3,nt,13
Cc1ccc(Cc2nc(N3CCN(C(=O)c4ccc(Cl)cc4Cl)CC3)c3cnn(-c4ccccc4)c3n2)cc1,3,-2,-12
Cc1nc(CCNC(=O)CC2C(=O)NCCN2Cc2ccccc2)sc1C (stereo not given),-3,nt,27
CCc1nc(N2CCC(C)CC2)c(C#N)c2c1COC(C)(C)C2,2,nt,5
CC(=O)CCC(=O)N1CCC(CCn2c(C)cnc2C2CCOCC2)CC1,0,-3,nt
Cc1cc(=O)[nH]c(-n2nc(C)cc2NC(=O)C23CC4CC(CC(C4)C2)C3)n1,-9,-7,3

# Full records as entered above.
# `CN(C(=O)C1CC1)c1ccccc1C(=O)NCC1Cc2ccccc2O1` (stereo not given) as listed: hcGAS inh = 3; mcGAS lum = nt; NPYLR7 agonist = -1
# `Cc1nn(C)c(C)c1CN(C(=O)CCc1nnc(Cc2c[nH]c3ccccc23)o1)C(C)C` as listed: hcGAS inh = -4&0; mcGAS lum = nt; NPYLR7 agonist = 0&15
